KOR beta-arrestin-1: KOR antagonists, beta-arrestin recruitment, cell-based, luminescence, uHTS (AID 1778) | Kappa-type opioid receptor (Homo sapiens) | KOR beta-arrestin recruitment, luminescence, antagonist mode; higher % means a stronger effect | actives 0.091% (n = 290,000) | inhibition, % at 10 µM; hits with a dose series show IC50 in µM; in the data active = inhibition above about 50%; note: strong numbers were not always called active
KOR beta-arrestin-2: KOR agonists, beta-arrestin recruitment, primary screen, cell-based, luminescence, uHTS (AID 1777) | actives 0.02% (n = 280,000) | KOR beta-arrestin recruitment, luminescence; higher % means a stronger effect | activation, % at 10 µM; hits with a dose series show EC50 in µM | Kappa-type opioid receptor (Homo sapiens); in the data active = activation above about 50%, passing the limit was not always enough; note: a part of the inactive calls stands beside numbers as strong as those of hits
NOD1 NF-kB reporter: NOD1 signaling inhibitors, primary screen, cell-based, luminescence, uHTS (AID 1578); inhibition, % at 4 µM, or EC50 in µM where a hit was titrated; actives 1% (n = 290,000); NOD1-driven NF-kB luciferase reporter cells, luminescence; higher % means a stronger effect; in the data active = inhibition mostly above about 36%, no sharp cut-off; inactive = mostly below about 34%;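 note: HEK-293T reporter cells stimulated with the NOD1 agonist gamma-tri-DAP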
K1F lysis inhibition: inhibition of K1F phage lysis, E. coli UTI89, bacterial capsule biogenesis inhibitors, alamar blue (AID 488966). one-dose inhibition, % at 100 µM; IC50 in µM for titrated hits. E. coli UTI89 K1F phage lysis, alamar blue, 2 h; higher % means a stronger effect. actives 0.02% (n = 340,000);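 active = phage lysis inhibition, versus mean bacterial control, above a set limit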;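 note: capsule biogenesis inhibitors block K1F phage lysis so surviving cells raise fluorescence; higher fluorescence means more inhibition of phage lysis; actives were called in the ten point dose series up to 300 µM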
NTR1 ag: agonists of NTR1, primary screen, imaging, U2OS cells, beta-arrestin-GFP, high content (AID 493036). actives 0.17% (n = 330,000). NTR1-U2OS beta-arrestin-GFP spot imaging, agonist mode. activation, % at 20 µM. Neurotensin receptor type 1 (Homo sapiens), P30989;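 active = activation at or above 40% of the spot to cytoplasm intensity ratio, with at least 20 cells analyzed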;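 note: 0% = DMSO without peptide and 100% = 100 nM NTR1 peptide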
Target sequence (P30989 whole entry, looked up): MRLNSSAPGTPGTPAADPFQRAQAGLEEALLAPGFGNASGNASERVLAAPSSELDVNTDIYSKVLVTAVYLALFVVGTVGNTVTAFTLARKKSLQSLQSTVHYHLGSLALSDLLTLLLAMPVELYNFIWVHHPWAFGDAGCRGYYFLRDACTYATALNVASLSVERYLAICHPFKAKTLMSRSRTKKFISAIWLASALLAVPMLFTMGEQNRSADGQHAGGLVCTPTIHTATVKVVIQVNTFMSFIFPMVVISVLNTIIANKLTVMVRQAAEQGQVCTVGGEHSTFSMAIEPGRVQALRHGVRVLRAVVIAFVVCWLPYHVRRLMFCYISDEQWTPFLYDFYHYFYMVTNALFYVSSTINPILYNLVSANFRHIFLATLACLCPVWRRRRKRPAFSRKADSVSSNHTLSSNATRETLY
GPR35 antagonists: GPR35 antagonists blocking zaprinast-driven arrestin recruitment, primary screen, imaging, U2OS, beta-arrestin-GFP, zaprinast agonist (AID 2058); U2OS GPR35 beta-arrestin-GFP translocation imaging, zaprinast antagonism; higher % means a stronger effect; inhibition, % at 10 µM, or IC50 in µM where a hit was titrated; actives 0.052% (n = 290,000); G-protein coupled receptor 35 (Homo sapiens);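 active = inhibition of at least 50% with at least 30 cells and total cytoplasm GFP at most 10,000,000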
MgcRacGAP inhibition: MgcRacGAP GTPase-activating activity inhibitors, confirmation, biochemical, ADP Hunter fluorescence. inhibition, % at 30 µM; hits with a dose series show IC50 in µM. Rac GTPase-activating protein 1 (Homo sapiens). MgcRacGAP-stimulated Rac1 GTP hydrolysis, ADP Hunter fluorescence; higher % means a stronger effect; GST-tagged Rac1 F28L mutant substrate. actives 0.6% (n = 340,000);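 active = first-screen hits whose inhibition reached a set limit at any dose in the follow-up dose series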;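 note: fluorescence reports GDP produced by GAP-driven GTP hydrolysis; strong numbers were not always called active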
GPR55 LPI antagonism: GPR55 antagonists blocking LPI-driven arrestin recruitment, primary screen, imaging, U2OS, beta-arrestin-GFP, LPI agonist (AID 2013); G-protein coupled receptor 55 (Homo sapiens); U2OS GPR55 beta-arrestin-GFP translocation imaging, LPI antagonism; higher % means a stronger effect; one-dose inhibition, % at 10 µM; IC50 in µM for titrated hits; actives 0.13% (n = 290,000);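 active = spots per cell inhibited over 60%, with over 100 cells counted and total cytoplasm intensity under 500,000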;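 note: U2OS cells stably carrying GPR55 and arrestin-GFP stimulated by 5 µM LPI near EC80; imaged beta-arrestin-GFP aggregate spots per cell after agonist stimulation; plate controls were LPI-stimulated DMSO wells for no effect and DMSO wells without LPI for full effect; some results filed as inactive read as strong as hits; confirmed hits need IC50 under 10 µM and bright autofluorescent wells are also inconclusive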
GPR55 activation: GPR55 agonists via beta-arrestin recruitment, primary screen, imaging, U2OS cells, beta-arrestin-GFP redistribution (AID 1961); G-protein coupled receptor 55 (Homo sapiens); actives 0.048% (n = 290,000); U2OS GPR55 beta-arrestin-GFP redistribution imaging; higher % means a stronger effect; activation, % at 10 µM; hits with a dose series show EC50 in µM;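 active = activation above 40% with more than 50 cells counted in the well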;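 note: U2OS osteosarcoma cells stably expressing GPR55 and beta-arrestin-GFP; plate controls were DMSO negative control for no effect and LPI positive control for full effect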
NTR1 ag cell count 20 µM: second read-out of NTR1 ag, no call of its own (marks repeat the call); cell count; measured here: cell count, cytotoxicity flag
Numbers without * were called inactive; . = not tested or not shown; [ ] = dose if it differs, or a comment. A portion of the library; the hit share may differ from the screen's.

SMILES	KOR beta-arrestin-1	KOR beta-arrestin-2	NOD1 NF-kB reporter	K1F lysis inhibition	NTR1 ag	NTR1 ag cell count 20 µM	GPR35 antagonists	MgcRacGAP inhibition	GPR55 LPI antagonism	GPR55 activation
O=C(Nc1ccc(C(=O)c2ccc(C(=O)O)c(C(=O)O)c2)cc1)c1ccccc1	-16.6%	-1.1%	4.2%	2.2%	2.5	60	-12.8%	4.1%	4.4%	-0.1%
CC1CCCC(NC(=S)Nc2cccc(S(=O)(=O)N(C)C)c2)C1C (stereo not given)	-2.0%	-0.8%	-18.8%	0.0%	-0.3	46	3.2%	-1.8%	8.2%	0.1%
COC(=O)c1[nH]c(C)c(/C(O)=C2\C(=O)C(=O)N(CCN(C)C)C2c2cc(OC)ccc2OC)c1C (stereo not given)	8.7%	3.6%	-1.6%	0.7%	-0.8	57	-6.2%	5.9%	8.1%	0.3%
O=C(Cn1cc2c(n1)CCCCC2)NCCCN1CCOCC1	18.6%	-2.7%	-17.5%	4.8%	-1.0	42	-3.1%	7.6%	0.6%	-0.3%
CC(C)n1c2ccccc2c2nnc(SCC(=O)Nc3ccccc3C(=O)O)nc21	14.4%	-8.2%	-37.4%	-0.7%	-1.0	47	-0.9%	9.9%	7.8%	0.6%
CC1(C)CC(=O)C(C=NCCN2CCN(C(=O)NC34CC5CC(CC(C5)C3)C4)CC2)=C(O)C1	8.9%	-0.4%	16.7%	0.4%	.	.	-4.0%	0.2%	-5.4%	-0.1%
CC(C)(C)OCC(NC(=O)C(CC(N)=O)NC(=O)OC(C)(C)C)C(=O)OC(C)(C)C (stereo not given)	7.0%	1.1%	16.3%	0.7%	-1.1	60	16.0%	0.4%	0.8%	0.3%
CCS(=O)(=O)Nc1cc2c3c(c1)CCC(=O)N3CCC2	22.7%	0.9%	-23.6%	3.8%	-0.3	82	-5.0%	7.2%	1.5%	-0.1%
COc1cc(C(=O)Nc2nnc(C)s2)c([N+](=O)[O-])cc1OC	-53.7%	5.8%	-9.7%	0.0%	0.2	46	-3.5%	0.8%	-2.5%	-0.2%
O=C(CSc1nnc(-c2cccs2)n1-c1ccccc1)N1CCCC1	-10.5%	1.4%	0.7%	1.8%	1.1	79	14.4%	3.0%	-2.0%	0.3%
O=C(c1ccc(Cl)cc1)[C@@H]1[C@@H]2C(=O)N(c3ccccc3)C(=O)[C@@H]2C2c3ccccc3C=NN21 (stereo not given in full)	8.0%	-1.1%	9.7%	-0.1%	-0.2	91	-12.1%	-2.5%	4.2%	-0.2%
Cc1cc(C)c2c(Cn3ccnc3)cc(=O)oc2c1	34.7%	6.1%	-6.3%	0.1%	0.3	100	-1.6%	.	-6.1%	-0.1%
COc1ccccc1NC(=O)CN(c1ccccc1OC)S(=O)(=O)c1ccccc1	-30.5%[20 µM]	-5.1%	-1.4%	1.8%	0.7	49	-6.0%	2.6%	10.2%	-0.1%
O=S(=O)(Nc1ncccn1)c1ccc(NC(=S)Nc2cccc(Cl)c2)cc1	-22.1%	-1.6%	-10.4%	.	3.2	63	-6.0%	.	-12.9%	0.7%
Cn1ccnc1SCC(=O)Nc1cccc(O)c1	16.7%	0.8%	-7.8%	3.9%	-0.1	62	0.3%	7.6%	-0.4%	0.0%
O=C(CCC(=O)N1CCOc2ccccc21)NCCCN1CCCCC1	1.1%[20 µM]	0.7%	24.6%	-0.7%	0.3	103	-10.1%	-2.8%	-1.7%	-0.1%
COC(=O)c1ccc(NC(=O)CSc2nc3cccnc3n2C)cc1	-54.3%	1.9%	-6.1%	-1.8%	2.0	50	1.5%	10.7%	9.2%	-0.2%
Cc1ccc(C[n+]2cccc(-c3ccccc3)c2)c(C)c1	20.7%	3.5%	-4.3%	4.4%	3.4	66	15.0%	7.8%	9.0%	0.0%
O=Cc1cn(CCC(=O)O)nc1-c1cccc(Br)c1	-28.2%[20 µM]	-3.8%	-28.9%	0.1%	3.9	37	7.5%	-0.7%	-12.5%	0.2%
CC1CCCN(C(=O)c2nn(C)c3c2CS(=O)(=O)c2ccccc2-3)C1 (stereo not given)	-44.0%	-5.7%	-27.2%	-0.2%	2.7	53	8.0%	-4.6%	8.0%	0.2%
Cn1nc(C(F)(F)F)c(-c2cccc(C(F)(F)F)c2)c1NC(=O)c1nccnc1C(=O)O	-28.3%	.	16.8%	.	-0.7	33	7.9%	.	-0.9%	1.2%
COc1cc(/C=N/NC(=O)CCC(=O)Nc2ccc(C)cc2)ccc1O	18.0%	-4.2%	-18.2%	0.0%	-0.4	81	13.9%	26.5%	6.7%	-0.2%
CCCOC(=O)c1ccc(NC(=O)C(=O)NCCN(CC)CC)cc1	-24.3%[20 µM]	.	30.3%	0.2%	-1.8	91	15.1%	9.1%	-6.6%	-0.1%
O=C(NCc1ccccc1)C(=O)Nc1nc(-c2ccccc2)cs1	9.4%	-1.2%	0.6%	1.1%	4.4	68	-8.0%	6.7%	-4.9%	0.0%
O=C(Nc1sc2c(c1C(=O)O)CCCCC2)c1cccs1	-3.2%	-6.4%	24.4%	0.2%	0.4	56	-3.0%	13.1%	11.1%	-0.3%
O=C(CNS(=O)(=O)c1ccc(F)cc1)N1CCCCCC1	-19.7%[20 µM]	.	-50.3%	-1.0%	2.3	69	5.1%	10.6%	11.0%	1.8%
CCOC(=O)CN1N=C(/C=C/c2ccc(C(C)C)cc2)CCC1=O	-6.5%	-3.5%	-44.3%	-1.1%	2.0	42	1.9%	7.3%	11.7%	-0.5%
CC(C)c1cc(-c2cc(-c3ccc(Cl)cc3)on2)nc(NCC2CC2)n1	26.3%	-1.1%	-12.9%	1.0%	5.8	54	-0.6%	11.8%	9.5%	-0.2%
COc1cc2c(cc1OC)[C@@H]1Cc3cc4c(cc3[C@H](C2)N1C)OCO4	-8.2%	-0.8%	-13.3%	-5.3%	-3.8	53	-0.2%	8.9%	8.7%	-0.3%
Cc1cccc(NC(=O)CCN2CCOCC2)c1	3.1%	.	-2.3%	0.1%	-0.2	70	11.6%	7.7%	11.2%	-1.0%
Cc1ccc(-c2nc(C)sc2CC(=O)OCC(=O)Nc2c(F)cccc2F)cc1	24.9%	-3.5%	-22.9%	1.9%	2.2	64	-8.6%	0.7%	23.6%	0.6%
S=C(Nc1ccc(Br)cc1Cl)N1CCCC1	4.1%	3.5%	-40.1%	1.9%[50 µM]	-0.9	55	0.6%	5.0%	22.9%	0.5%
O=C(C1CCCN(c2ncnc3c2nc2n3CCCCC2)C1)N1CCN(c2ccccc2)CC1 (stereo not given)	-12.3%	3.5%	-12.4%	-0.2%	9.0	70	8.9%	12.7%	-1.8%	0.4%
CCOc1ccc(NS(=O)(=O)c2ccc(C)c(C(=O)NCCCn3ccnc3)c2)cc1	19.4%	-3.6%	-36.8%	-3.4%	0.8	56	1.5%	1.9%	-7.9%	-0.5%
Cc1nc(NC2=NCN(Cc3ccc4c(c3)OCO4)CN2)nc2ccccc12	-1.2%	-7.7%	-7.5%	.	.	.	5.2%	.	-3.2%	0.2%
CC1(c2ccccc2Cl)NC(=O)N(CC(=O)Nc2ccccc2OC(F)F)C1=O (stereo not given)	-13.9%	1.2%	-10.5%	-0.2%	-0.1	53	-0.7%	5.4%	-3.3%	-0.2%
O=[N+]([O-])c1ccc2[nH]ncc2c1	-31.7%	9.0%	-17.3%	-0.2%	-0.4	36	-9.9%	3.9%	7.2%	0.2%
Cc1c(NC(=O)c2cc(CC(C)C)on2)c(=O)n(-c2ccccc2)n1C	-3.7%	2.4%	-11.8%	0.1%	2.3	34	3.9%	3.0%	15.6%	-0.2%
CN1CCCC(OC(=O)c2cccc(Cl)c2)C1 (stereo not given)	10.0%	-2.6%	-2.2%	-0.7%	-1.0	43	17.7%	10.6%	4.0%	0.6%
CCc1ccccc1NC(=O)C1CCCN1C(=O)NCc1ccccc1 (stereo not given)	-19.7%	3.5%	-36.5%	0.2%	2.4	41	3.8%	6.1%	6.4%	-0.1%
CS(=O)(=O)N(Cc1ccccc1)c1ccccc1C(=O)N1CCN(c2ccccc2)CC1	27.7%	-1.1%	-15.4%	0.1%	2.9	75	7.2%	5.8%	-11.1%	0.3%
CN(C)C1=NCC(CSC(=N)N)S1 (stereo not given)	-3.3%	-1.3%	-20.2%	-0.5%	0.5	43	-21.0%	0.8%	1.3%	0.9%
COc1ccc(C)c2sc(N3CCCC3)nc12	-30.2%	0.4%	4.3%	1.4%	-0.6	83	7.8%	4.7%	-5.2%	0.0%
COc1ccc(-c2nc3ccccn3c2CN2CCN(c3ccccc3F)CC2)cc1	-48.9%[20 µM]	-1.0%	-21.3%	0.0%	5.1	31	4.9%	-0.5%	3.3%	-0.1%
Cc1nnnn1CC(=O)Nc1ccccc1[N+](=O)[O-]	11.7%	0.4%	-0.1%	0.4%	-1.0	50	-0.5%	4.0%	1.0%	0.5%
Cc1nc(CSc2ccccc2)cc(=O)[nH]1	-6.2%	1.2%	-39.8%	-0.2%	-2.8	89	7.5%	-1.2%	3.5%	0.5%
Cc1c(Cl)c([N+](=O)[O-])nn1CC(=O)NCc1cccnc1	2.5%[20 µM]	-3.8%	-33.6%	0.3%	0.5	40	-21.2%	0.9%	8.2%	-0.1%
CC(=O)Nc1ccccc1C(=O)N1CCN(c2cccc(C)c2C)CC1	-16.9%	-1.4%	-22.2%	0.5%	0.4	29	-2.9%	-2.7%	-6.4%	0.2%
CCCCNC(=O)[C@H]1C[C@H]1[C@@H](O)[C@H](CO)NC(=O)[C@H](Cc1ccccc1)NC(=O)OC(C)(C)C	-19.1%[20 µM]	-0.9%	-14.3%	0.6%	3.1	86	-6.0%	2.1%	10.3%	0.2%
FC(F)(F)c1cccc(Cc2noc(CN3C[C@@H]4CCC[C@H]3C4)n2)c1	-10.2%	-0.7%	-23.7%	2.2%	3.4	63	-6.9%	3.3%	9.5%	-0.2%
COc1cc(C2=NOC(C(=O)Nc3cc(C)on3)C2)cc(OC)c1OC (stereo not given)	5.1%	7.0%	-15.4%	0.3%	-0.6	58	-5.2%	9.9%	0.6%	-0.3%
CN(C)CCOc1ncnc2c1oc1ccccc12	-1.6%	-2.3%	-8.4%	1.5%	-2.9	46	10.1%	4.5%	14.7%	0.0%
CCOC(=O)c1sc(=NC(=O)c2c(F)cccc2F)n(C)c1C	-17.3%	-3.8%	-11.9%	0.3%	-0.4	44	-1.1%	7.7%	-8.5%	-0.1%
